Screening results from PubChem.
ROC1-CUL1 inh: inhibitors of human ROC1-CUL1 ubiquitin ligase activity; E3 ubiquitin-protein ligase RBX1 (Homo sapiens) + Cullin-1 (Homo sapiens), P62877+Q13616; in vitro K48 di-Ub FRET, acceptor:donor ratio, 45 min; inhibition, % at 10 µM; hit rate 0.6% among 140,000; AID 1347404, 2020; in the data active means inhibition above about 25%
Target sequence (P62877 whole entry, looked up): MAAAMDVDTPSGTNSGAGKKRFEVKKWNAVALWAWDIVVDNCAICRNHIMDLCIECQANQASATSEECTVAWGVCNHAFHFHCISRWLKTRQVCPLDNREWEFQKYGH
Target sequence (Q13616 whole entry, looked up): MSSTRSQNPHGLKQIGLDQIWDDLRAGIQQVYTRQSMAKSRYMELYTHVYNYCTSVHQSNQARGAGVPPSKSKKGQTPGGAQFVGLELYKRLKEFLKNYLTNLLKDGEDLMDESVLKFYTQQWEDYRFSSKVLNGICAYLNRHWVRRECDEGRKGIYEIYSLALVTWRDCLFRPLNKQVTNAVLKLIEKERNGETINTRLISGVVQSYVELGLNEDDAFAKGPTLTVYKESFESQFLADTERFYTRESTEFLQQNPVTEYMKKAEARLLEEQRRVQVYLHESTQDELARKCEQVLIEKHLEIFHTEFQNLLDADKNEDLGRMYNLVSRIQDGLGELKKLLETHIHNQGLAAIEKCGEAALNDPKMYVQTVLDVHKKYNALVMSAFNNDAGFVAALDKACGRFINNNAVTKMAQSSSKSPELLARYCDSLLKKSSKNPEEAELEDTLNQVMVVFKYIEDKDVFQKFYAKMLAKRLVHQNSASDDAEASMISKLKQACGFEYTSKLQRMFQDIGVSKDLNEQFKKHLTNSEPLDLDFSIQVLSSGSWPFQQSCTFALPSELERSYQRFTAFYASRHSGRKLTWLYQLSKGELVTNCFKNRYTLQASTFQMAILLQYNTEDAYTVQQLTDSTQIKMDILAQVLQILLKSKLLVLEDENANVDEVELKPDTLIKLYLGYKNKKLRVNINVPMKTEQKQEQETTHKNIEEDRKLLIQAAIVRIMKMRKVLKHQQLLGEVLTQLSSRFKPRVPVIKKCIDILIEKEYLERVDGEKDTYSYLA
* marks the source's active call; other numbers are inactive results.

SMILES	ROC1-CUL1 inh
O=C(c1cc(COc2cccc(F)c2)[nH]n1)N1CCC[C@H]1CO	0.9
CC(C)C(=O)c1cc2c(cc1NC(=O)c1ccccc1F)OCCO2	-0.3
COC(=O)c1c(NC(=O)c2cc(SC)ccc2Cl)sc(C(=O)N(C)C)c1C	-4.4
CCOC(=O)N1CCN(C(=O)CN(c2ccccc2F)S(=O)(=O)c2ccc(C)cc2)CC1	-1.5
COc1cccc(C(=O)Nc2ccc3[nH]c4c(c3c2)CCCC4)c1	4.1
CC(C)c1cc(C(C)C)c(S(=O)(=O)N2CCN(C/C=C/c3ccccc3)CC2)c(C(C)C)c1	-11.3
O=C1c2ccccc2NC(c2ccc(Cl)cc2Cl)N1c1ccc(F)cc1 (configuration not stated)	4.0
Cn1nnnc1S(=O)(=O)Cc1ccccc1	-4.8
COc1ccc(-c2cc(C)no2)cc1S(=O)(=O)Nc1c(C)cc(C)cc1C	-1.2
Cc1csc(SCC(=O)Nc2nccs2)n1	-9.8
COC(=O)Nc1ccc(S(=O)(=O)NCCc2c[nH]c3ccc(OC)cc23)cc1	-4.5
CCc1ccc(CNC(=O)Cn2nc(C)n3c(cc4cc(C)ccc43)c2=O)cc1	11.8
O=C1CCCCN1CCNc1nc2nonc2nc1N1CCCCCC1	-1.8
COc1ccc2oc(C(=O)c3ccc(F)cc3)c(NC(C)=O)c2c1	0.4
O=C(Cn1cc([N+](=O)[O-])cn1)Nc1cc(Oc2ccc(Cl)cc2)cc([N+](=O)[O-])c1	-5.5
CN1CCN(c2c([N+](=O)[O-])cc(C(=O)N3CC(=O)Nc4ccccc43)cc2[N+](=O)[O-])CC1	-9.0
CCCc1nn2c(=O)cc(COC(=O)c3ccc(NC(=O)c4cccs4)cc3)nc2s1	-8.2
CCc1ccc(Nc2nc(N)nc(CN3CCN(CC)CC3)n2)cc1	-0.9
COc1ccccc1Oc1ncnc2scc(-c3ccc(C)cc3)c12	11.8
COc1ccc(CCC(=O)NCCc2csc(-c3ccc(F)cc3)n2)cc1	5.6
Cc1cccc(NC(=O)c2sc3nc4c(cc3c2N)CCCCCC4)c1	-0.6
COc1cccc(C(=O)Nc2ccc3nc(SCC(=O)N4CCc5ccccc54)sc3c2)c1	-2.9
O=C(NC(Nc1cccc(C(F)(F)F)c1)C(Cl)(Cl)Cl)c1ccccc1 (configuration not stated)	-11.0
CC(=O)c1nc(C)sc1Br	10.5
CCOC(=O)c1c(NC(=O)CCCOc2ccc(Cl)cc2)sc2c1CCC2	2.4
CCCCCCOc1cc(/C=C/C(=O)O)c(OCCCCCC)cc1/C=C/C(=O)O	89.4*
COC1(O)C(=O)c2ccccc2C(=O)C1(O)OC (configuration not stated)	82.8*
COc1cc(-c2cc(C(F)(F)F)n3ncc(C(=O)Nc4ccccc4SC)c3n2)cc(OC)c1OC	-4.8
COCCCNC(=O)c1ccc(-c2nc3ccccc3nc2-c2ccccc2)cc1	8.3
NC(=O)CCN1CCN(CCSC2Cc3cc(Cl)ccc3Sc3ccccc32)CC1 (configuration not stated)	3.9
CCOC(=O)N1CCN(C(=S)NC)CC1	-9.1
CCN(CC)C(=O)CSc1nc(C23CC4CC(CC(C4)C2)C3)cc(C(F)(F)F)c1C#N	0.5
CCn1ncc([N+](=O)[O-])c1C(=O)n1nc(C)cc1C	4.8
Cc1c(CC(Cl)(Cl)Cl)c2c(n1-c1ccc(OC(F)(F)F)cc1)CC(C)(C)CC2=O	-2.9
COc1ccc(OCc2cc(C(=O)NC3CCC3)n[nH]2)c(Cl)c1	4.3
Cc1cc(C)c(NC(=O)c2ccc(Br)cc2Br)c(C)c1	1.2
Cn1c(-c2ccc(NS(C)(=O)=O)cc2)c[n+]2ccccc12	0.3
COc1ccc(CCNS(=O)(=O)c2cc(C)ccc2C)cc1OC	-4.3
CCOc1ccc(CCNC(=O)C2CCCN(c3nnc(C)c4c(C)n(-c5ccccc5)nc34)C2)cc1 (configuration not stated)	5.4
CCc1cccc(C)c1NC(=O)Cn1cc2c(n1)CCCC2	2.0
Cc1ccccc1C(=O)NCCc1sc(-c2ccc(Cl)cc2)nc1C	-2.0
Cc1ccc(-c2nnc3ccc4ccccc4n23)cc1	-5.0
COc1ccc(CCNS(=O)(=O)c2ccc(N3CCCCS3(=O)=O)cc2)cc1OC	-1.6
Fc1ccc(C(c2nnc(-c3ccccc3)o2)N2CCN(c3cccc(Cl)c3)CC2)cc1 (configuration not stated)	-3.0
CCc1nc2ccccc2c(NC(=O)CN2CCN(C(=O)c3ccco3)CC2)c1C	6.5
O=C(CSc1ccccn1)NCc1cc(C(=O)c2ccccc2)ccc1O	13.3
COc1cc2c(cc1OC)C(c1cccc(F)c1F)CC(=O)N2 (configuration not stated)	1.0
Cc1cc2c(n1-c1ccc(S(N)(=O)=O)cc1)CC(C)(C)CC2=O	-3.6
ClC1(CNc2ccccc2)CCN(Cc2ccccc2)CC1	3.5
Cc1ccc(S(=O)(=O)Cc2ccc(C(=O)OCC(=O)c3ccc(Cl)cc3Cl)cc2)cc1	4.3

Other structures
SMILES	ROC1-CUL1 inh
CCOC(=O)C1CCCN(C(=O)CC2(c3ccc(-c4ccccc4)cc3)CC(=O)N(C)C2=O)C1 (configuration not stated)	7.7
Cc1ccc(Cl)cc1NC(=O)Cn1cc(S(=O)(=O)Cc2ccccc2Cl)c2ccccc21	-1.3
CCOc1ccc(/C=C2/SC(=O)N(CNc3cccc(F)c3)C2=O)cc1OCC	4.0
Cc1cccc(CS(=O)(=O)Nc2cccc(C)c2)c1	-0.3
COCCn1c(C)c(C)n2c3c(=O)[nH]c(=O)n(C)c3nc12	-0.8
COc1cc(/C=C2/SC(N3CCC(C(N)=O)CC3)=NC2=O)ccc1O	0.5
COc1cc2nc(Cl)nc(NC(C)=O)c2cc1OC	0.9
CCOC(=O)C=NC1C(=O)NC(=S)NC1=NC (configuration not stated)	13.8
CSc1ccc(/C=C2/SC(=O)N(CNc3ccc(Cl)cc3)C2=O)cc1	-2.2
Cc1ccc(CN(C(=O)COc2ccc(Cl)cc2C)C2CCS(=O)(=O)C2)o1 (configuration not stated)	-2.6
O=C(O)CSc1nc2ccccc2[nH]1	3.7
CCC(=O)N[C@@H]1c2ccccc2C2(CCN(C(=O)c3ccc(C#CC(C)(C)O)cc3)CC2)[C@H]1OC	5.6
O=C1N(CCCCN2C(=O)C3(OCCO3)c3ccccc32)c2ccccc2C12OCCO2	-1.5
C=CCNC(=O)N1C[C@H]2OC(=O)N(CCCc3ccc(OC)cc3)[C@H]2C1	4.8
Cc1c(C(=O)NCc2ccc(Cl)cc2)sc2nc3n(c(=O)c12)CCCC3	-1.3
CCOC(=O)c1ccc2nc(COc3ccc(Cl)cc3)[nH]c2c1	-2.6
Cc1ccc(-c2cccc(-c3ccn(C)n3)c2)nc1	5.9
COc1cccc(NC(=O)c2ccc3nc(Cc4ccccc4)oc3c2)c1	-8.4
COc1cc(/C=N/n2cnc3sc(C)c(-c4ccccc4)c3c2=O)cc(OC)c1OC	-8.8
COc1cccc(OCC(O)CN2CCN(CC(O)COc3cccc(OC)c3)CC2)c1 (configuration not stated)	7.5
CC(C)c1cc(C(=O)NC(C)c2ccccc2)no1 (configuration not stated)	0.3
COC(=O)c1ccc(CSc2nnc(-c3cccnc3)o2)o1	-6.1
O=C(CSc1nccn1Cc1ccccc1)Nc1nccs1	5.1
COc1ccc(CNC(=O)CCC2CCCN(Cc3ccoc3)C2)c(OC)c1 (configuration not stated)	2.8
CC(C)NC(=O)N1CCC(Cn2cc(CN(C)CCO)nn2)CC1	-2.4
COc1ccc(C(=O)Cc2ccc3c(c2)OCO3)c(O)c1	12.2
Cc1ccc(Nc2nc(-c3ccc(Cl)c(Cl)c3)cs2)cc1C	1.1
CCOc1ccccc1-n1c(CN2CCN(C(=O)c3ccco3)CC2)nc2ccccc2c1=O	-2.6
O=C(COC(=O)c1ccc(NC(=O)c2ccc(Cl)cc2)cc1)c1cccc([N+](=O)[O-])c1	2.1
C/C=C/CN1N=C(C)Cn2c1nc1c2c(=O)n(C)c(=O)n1C	15.4
O=C(Nc1ccc(Cc2ccc(NC(=O)c3ccco3)c(O)c2)cc1O)c1ccco1	0.7
COC(=O)C(NC(=O)c1ccccc1F)(Nc1nc2c(C)cccc2s1)C(F)(F)F (configuration not stated)	4.7
O=C(Nc1ccc2scnc2c1)c1ccc(CNS(=O)(=O)c2ccc(F)c(Cl)c2)cc1	-0.3
CCOC(=O)NC(=O)c1cc2cc(Br)ccc2oc1=O	-0.4
COc1ccc(Cl)cc1NC(=O)c1ccsc1	13.7
CCCc1c(C(=O)OCC)[nH]c2c1C(=O)CCC2	-10.9
Cc1ccc(OS(=O)(=O)c2ccc(F)cc2)nc1	4.0
O=C1c2ccccc2C(=O)c2cc(S(=O)(=O)n3cnc4ccccc43)ccc21	1.3
COc1cccc(N2CCN(C(=O)c3ccc4c(c3)OCCO4)CC2)c1	5.0
CC(C)n1cccc(C(O)CC(=O)c2ccccc2)c1=S (configuration not stated)	-2.3

ROC1-CUL1 inh: what is marked active above.
SMILES	ROC1-CUL1 inh
CCCCCCOc1cc(/C=C/C(=O)O)c(OCCCCCC)cc1/C=C/C(=O)O	89.4*
COC1(O)C(=O)c2ccccc2C(=O)C1(O)OC (configuration not stated)	82.8*

(next part)
SMILES	ROC1-CUL1 inh
COc1ccc(Br)cc1C(=O)Nc1nnn(C)n1	3.6
Cc1cccc2sc(NC(=O)c3ccc(Br)cc3)nc12	-6.0
CCC(NC(=O)Nc1cccc(C)c1)c1c(-n2cccc2)sc2c1CCN(C)C2 (configuration not stated)	-1.3
COc1cc(S(=O)(=O)NC(C)(C)C)ccc1Cl	6.0
C=CCc1c(C)nc(-c2ccccc2)nc1N/N=C/c1ccc(Br)cc1	0.6
CC(=O)N(C(C)=O)n1c(C)nc2sc3c(c2c1=O)CCCC3	9.6
CC1=C(C#N)c2nc(N)c(C#N)c(C)c2/C1=C\c1ccsc1	10.9
COc1ccc2nc(-c3ccccc3)nc(Cl)c2c1	-10.8
CCc1ccccc1NC(=O)CN(c1ccccc1OC)S(=O)(=O)c1ccc(C)cc1	-1.4
O=C(CCc1ccccc1)N(Cc1cccnc1)c1nc2c(F)cc(F)cc2s1	-9.7
CC(=O)c1cccc(NC(=O)C2CCCN(c3nnc(-n4cccc4)s3)C2)c1 (configuration not stated)	-0.4
CCN(CC)c1ccc(/C=C2\N=C(c3ccccc3)OC2=O)cc1	31.7*
COc1ccc2c(CN3CCCC(c4cc(=O)[nH]cn4)C3)cn(C)c2c1 (configuration not stated)	9.6
O=C1OC(c2cccc3ccccc23)=N/C1=C/c1ccc(-c2ccc(Cl)cc2)o1	7.3
CC(C)CN1CCC(C2CCN(C(=O)C3CCOCC3)C2)CC1 (configuration not stated)	3.4
COc1ccc(-c2ccccc2NC(=O)C2CCCN2Cc2cnc(C)[nH]2)cc1 (configuration not stated)	7.4
CCOC(=O)c1ccc(N=C(Nc2ccc(N(C)C)cc2)C(=Nc2ccc(C(=O)OCC)cc2)Nc2ccc(N(C)C)cc2)cc1	-6.4
COCCCNS(=O)(=O)c1ccc(N2CCCCS2(=O)=O)cc1	0.4
CCc1nnc(NC(=O)CSc2nnc(-c3ccc(Cl)cc3)n2-c2ccccc2)s1	10.4
COC(=S)NC(=O)c1ccc(Cl)cc1	6.9
O=C(Nc1cc2c(cc1C(=O)c1ccccc1)OCCO2)c1ccc(Br)cc1	-0.5
CCN(CC)CCNC(=O)C1CCCCN1S(=O)(=O)c1ccc(C)cc1 (configuration not stated)	1.8
COc1cccc(-c2cc(C(=O)NCCc3ccc(OC)c(OC)c3)c3ccccc3n2)c1	1.2
Cn1c2c(c3ccccc31)CCCc1ccccc1-2	7.3
COc1ccc(SCC(=O)N/N=C/c2cc(C)n(-c3ccc(C(=O)O)cc3C)c2C)cc1	-5.5
CCc1nc(CN(C)CC2CCCN(CCc3ccc(F)cc3)C2)c(C)[nH]1 (configuration not stated)	-3.7
COc1ccc(C(=O)Nc2nc3nc(C)c(Cl)c(=O)n3[nH]2)cc1	0.5
CC(C)Oc1ccccc1NC(=O)Cc1ccccc1	20.0
CCn1c(COc2ccc(OC)cc2)nnc1SCC(=O)Nc1cccc(Cl)c1	1.6
O=C(NCCOc1ccc(F)cc1)c1cccs1	10.3

As entered above:
COc1ccc(C(=O)Nc2nc3nc(C)c(Cl)c(=O)n3[nH]2)cc1 in ROC1-CUL1 inh → 0.5
O=C(NCCOc1ccc(F)cc1)c1cccs1 in ROC1-CUL1 inh → 10.3

The main list resumes with the six entries that preceded the break.
SMILES	ROC1-CUL1 inh
COc1ccc(SCC(=O)N/N=C/c2cc(C)n(-c3ccc(C(=O)O)cc3C)c2C)cc1	-5.5
CCc1nc(CN(C)CC2CCCN(CCc3ccc(F)cc3)C2)c(C)[nH]1 (configuration not stated)	-3.7
COc1ccc(C(=O)Nc2nc3nc(C)c(Cl)c(=O)n3[nH]2)cc1	0.5
CC(C)Oc1ccccc1NC(=O)Cc1ccccc1	20.0
CCn1c(COc2ccc(OC)cc2)nnc1SCC(=O)Nc1cccc(Cl)c1	1.6
O=C(NCCOc1ccc(F)cc1)c1cccs1	10.3
Cc1ccc(/C=C/c2onc(C)c2S(=O)(=O)N2CCC(C(=O)NCc3ccc(N(C)C)cc3)CC2)cc1	-7.8
CCn1cc(CN2CCC(Oc3cc(OC)ccc3C(=O)N3CCCC3)CC2)cn1	-5.8
C=CCc1cccc(/C=N/NC(=O)c2n[nH]c3c2CCCC3)c1O	-4.3
c1csc(-c2nn3c(C4COc5ccccc5O4)nnc3s2)c1 (configuration not stated)	-6.5
O=C(OCC1CCCO1)c1ccc2c(c1)N(Cc1ccccc1)C(=O)c1ccccc1S2(=O)=O (configuration not stated)	-0.8
CCc1nc(SCC(=O)NC2CCCCC2)n[nH]1	2.3
CCOC(=O)c1nc(Nc2ccccc2C)c2ccccc2n1	8.1
CCCCNC(=O)c1ccc2c(=O)n(Cc3ccc(OC)cc3)c(=O)[nH]c2c1	2.0
CCCCNC(=O)c1nnn(-c2ccccc2)c1C	9.6
Cc1ccc(OCc2ccc(C(=O)OCc3ccc(Cl)cc3Cl)cc2)cc1	8.7
CCCN1CCC(NC(=O)COc2ccccc2C)CC1	-3.3

Gathered by group, the entries above containing a cyano group
SMILES	ROC1-CUL1 inh
CCN(CC)C(=O)CSc1nc(C23CC4CC(CC(C4)C2)C3)cc(C(F)(F)F)c1C#N	0.5
CC1=C(C#N)c2nc(N)c(C#N)c(C)c2/C1=C\c1ccsc1	10.9

Some of the compounds tested, so the mix of outcomes need not match the whole.
